Screening data from PubChem BioAssay.
mcGAS inh = mouse cGAS inhibition by luminescence. 0.15% of 160,000 active. inhibition, % at 12.5 µM. Q8C6L5. recombinant cGAS, Kinase-Glo ATP depletion luminescence. AID 1259399;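 also: 0% = negative control wells and 100% = reference inhibitor with no enzyme activity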
NPYLR7 ag = mosquito NPYLR7 agonism. activation, % at 10 µM. HEK293T NPYLR7/Galpha15, GCaMP6s calcium fluorescence. 0.15% of 270,000 active; in the data active = activation above about 40%;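 also: 0% = vehicle and 100% = reference agonist at the receptor; some compounds past the cut are filed as inactive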
hcGAS inh = human cGAS inhibition | recombinant h-cGAS, ATP depletion, Kinase-Glo luminescence | inhibition, % at 12.5 µM | 0.081% of 290,000 active;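 also: 0% = vehicle reaction and 100% = reaction without DNA for no activity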
Target sequence (Q8N884 whole entry, looked up): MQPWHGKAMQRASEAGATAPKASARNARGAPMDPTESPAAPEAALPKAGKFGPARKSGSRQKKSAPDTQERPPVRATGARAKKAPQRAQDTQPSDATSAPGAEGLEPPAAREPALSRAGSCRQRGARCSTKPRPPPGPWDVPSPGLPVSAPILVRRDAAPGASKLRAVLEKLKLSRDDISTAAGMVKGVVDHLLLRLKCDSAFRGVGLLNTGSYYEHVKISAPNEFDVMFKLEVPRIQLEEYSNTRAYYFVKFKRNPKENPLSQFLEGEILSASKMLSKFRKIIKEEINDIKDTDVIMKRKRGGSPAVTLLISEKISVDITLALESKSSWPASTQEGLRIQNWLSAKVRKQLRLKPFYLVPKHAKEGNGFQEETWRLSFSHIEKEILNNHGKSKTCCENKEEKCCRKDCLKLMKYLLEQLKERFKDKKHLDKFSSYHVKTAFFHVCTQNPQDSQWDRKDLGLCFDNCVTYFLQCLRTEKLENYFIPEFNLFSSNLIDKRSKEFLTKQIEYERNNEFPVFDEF
The depositor's hits bear a star; & = joins results of further samples. Rule as the data show it, unless noted: active = inhibition above about 40%; inactive = the rest.

`Cc1nc(C(C)C)sc1C(=O)Nc1nc2ccccc2[nH]1` gave NPYLR7 ag -3 and hcGAS inh -6.
Screening COc1ccccc1NC(=O)c1c(O)c2ccccc2[nH]c1=O returned NPYLR7 ag -2 and hcGAS inh -3.
`CCOC(=O)c1cc(C(C)(C)C)n(C2CCN(C(=O)c3cccnc3Cl)CC2)n1` gave mcGAS inh -2, NPYLR7 ag 23 and hcGAS inh -4.
COc1ccccc1-c1nc2cc(C)ccn2c1NC(=O)C(C)C was read as mcGAS inh -8, NPYLR7 ag -13 and hcGAS inh -8.
Cn1cnc2cnc(Nc3ccc(C(F)(F)F)cc3)cc21 was read as mcGAS inh -3, NPYLR7 ag -4 and hcGAS inh -2.
Screening NC(=O)C(Cc1ccccc1)NC(=O)Cc1cc(F)ccc1F (stereo not given) returned NPYLR7 ag 1 and hcGAS inh -11.
`CC[N+](CC)(CC(=O)Nc1c(C)cccc1C)Cc1ccccc1` gave NPYLR7 ag -22 and hcGAS inh -3&0.
N#Cc1ccc(Cl)cc1NC(=O)COC(=O)c1ccc2c(c1)OCO2 was read as mcGAS inh -10, NPYLR7 ag -3 and hcGAS inh -1.
Screening CCCC(C)(C)C(=O)N1CCC1(C)C(=O)NS(=O)(=O)c1cccc(F)c1 (stereo not given) returned mcGAS inh -4, NPYLR7 ag -4 and hcGAS inh -5.
Screening CCC(O)CN1CCN(C(=O)c2cnc3snc(C)c3c2)CC1 (stereo not given) returned mcGAS inh -7, NPYLR7 ag 5 and hcGAS inh -7.
c1ccc(OCCNCC2CCCCC2)nc1 was read as NPYLR7 ag 2 and hcGAS inh -2.
`COc1cccc(C(CN2CCN(C(=O)NC3C[C@H]3c3ccccc3)CC2)OCc2cccc(Cl)c2)c1` (stereo not given in full) gave mcGAS inh -7, NPYLR7 ag -3 and hcGAS inh -4.
For CCCCc1nc(N2CCN(S(C)(=O)=O)CC2)c2c(C)nn(-c3ccccc3)c2n1 the results were mcGAS inh -9 and hcGAS inh -6.
`CCCOc1ccc(Cl)cc1C(=O)N1CCC(C(N)=O)C1` (stereo not given) gave NPYLR7 ag 4 and hcGAS inh -4.
`CSc1nn(-c2ccccc2)c(N)c1C#N` gave NPYLR7 ag 4 and hcGAS inh -6.

Entries from the list above that have an NH in an aromatic ring, in the order listed:
`Cc1nc(C(C)C)sc1C(=O)Nc1nc2ccccc2[nH]1` gave NPYLR7 ag -3 and hcGAS inh -6.
Screening COc1ccccc1NC(=O)c1c(O)c2ccccc2[nH]c1=O returned NPYLR7 ag -2 and hcGAS inh -3.

(list continues)
Cn1cc(CCC(=O)O[C@@H]2CCC[C@H]2n2cccn2)cn1 was read as NPYLR7 ag 3 and hcGAS inh 0.
For C=CCN(CC(=O)N1CCc2sccc2C1c1ccc(F)cc1)C(=O)c1ccc(C(F)(F)F)cc1 (stereo not given) the results were mcGAS inh -5, NPYLR7 ag 20 and hcGAS inh -3.
For CCOc1ccc(OCC(=O)N2CCN(c3ncnc4c3nnn4-c3ccc(F)cc3)CC2)cc1 the results were mcGAS inh -11, NPYLR7 ag 1 and hcGAS inh -6.
For Cc1ccn(-c2ccc(Nc3ccc(NC(=O)C4CCCC4)cc3)nn2)n1 the results were mcGAS inh -7, NPYLR7 ag -5 and hcGAS inh -2.
COc1cc(F)c(-c2nccn2CCC2CCCCO2)cc1OC (stereo not given) was read as NPYLR7 ag 2 and hcGAS inh 1.
`O=C(Cc1c(Cl)cccc1Cl)N1CCCC(O)(CO)C1` (stereo not given) gave mcGAS inh -11, NPYLR7 ag 4 and hcGAS inh -5.
`CC(=O)c1ccc(N2CCc3nnc(CCc4ccccc4)n3CC2)nc1` gave mcGAS inh -18, NPYLR7 ag 18 and hcGAS inh -4.
`CSCCC(NC=O)C(=O)NC(CC(C)C)C(=O)NC(Cc1ccccc1)C(=O)O` (stereo not given) gave mcGAS inh -5, NPYLR7 ag -6 and hcGAS inh -1.
For Cc1ccc(OS(=O)NCCSc2ccccc2)cc1 (stereo not given) the results were NPYLR7 ag -6 and hcGAS inh -4.
Screening O=S(=O)(c1ccc(OC(F)(F)F)cc1)N1CCC(n2nc(-c3ccccc3)cc2-c2ccccc2)CC1 returned mcGAS inh -7, NPYLR7 ag 9 and hcGAS inh -5.
`CC(C)N(CC(=O)N(Cc1ccc2c(c1)OCO2)Cc1cccs1)C(=O)c1ccc(C(F)(F)F)cc1` gave mcGAS inh -6, NPYLR7 ag -7 and hcGAS inh -17.
For COCCCN(C)S(=O)(=O)c1ccc(C#N)cc1C the results were NPYLR7 ag 5 and hcGAS inh -5.
For Oc1c(C(c2ccccn2)N2CCCC2)ccc2cccnc12 (stereo not given) the results were NPYLR7 ag -14 and hcGAS inh -4.
Screening CCC(C)(C)C(=O)O[C@H]1C[C@@H](C)C=C2C=C[C@H](C)[C@H](CC[C@@H]3C[C@@H](O)CC(=O)O3)[C@H]21 returned mcGAS inh -5, NPYLR7 ag -2&-9&-1 and hcGAS inh -1&-2&-8.
O=C(c1cccc(CC2CCNCC2)c1)N1CCCC1c1ccccn1 (stereo not given) was read as NPYLR7 ag 12 and hcGAS inh -4.

7 compounds drawn at random from the list so far, as already listed:
`CC(C)N(CC(=O)N(Cc1ccc2c(c1)OCO2)Cc1cccs1)C(=O)c1ccc(C(F)(F)F)cc1` gave mcGAS inh -6, NPYLR7 ag -7 and hcGAS inh -17.
`CSc1nn(-c2ccccc2)c(N)c1C#N` gave NPYLR7 ag 4 and hcGAS inh -6.
`CSCCC(NC=O)C(=O)NC(CC(C)C)C(=O)NC(Cc1ccccc1)C(=O)O` (stereo not given) gave mcGAS inh -5, NPYLR7 ag -6 and hcGAS inh -1.
Screening O=S(=O)(c1ccc(OC(F)(F)F)cc1)N1CCC(n2nc(-c3ccccc3)cc2-c2ccccc2)CC1 returned mcGAS inh -7, NPYLR7 ag 9 and hcGAS inh -5.
For Oc1c(C(c2ccccn2)N2CCCC2)ccc2cccnc12 (stereo not given) the results were NPYLR7 ag -14 and hcGAS inh -4.
`CCOC(=O)c1cc(C(C)(C)C)n(C2CCN(C(=O)c3cccnc3Cl)CC2)n1` gave mcGAS inh -2, NPYLR7 ag 23 and hcGAS inh -4.
`CC(=O)c1ccc(N2CCc3nnc(CCc4ccccc4)n3CC2)nc1` gave mcGAS inh -18, NPYLR7 ag 18 and hcGAS inh -4.

Next records follow.
Screening Cc1cccc(OCC(=O)NC(c2ccccc2)C2CC2)c1 (stereo not given) returned NPYLR7 ag -9 and hcGAS inh -2.
Screening COc1cccc(C(=O)N2CCN(C(=O)c3ccc(F)cc3)CC2)c1 returned mcGAS inh -3, NPYLR7 ag 4 and hcGAS inh -2.
Screening COc1ccc(C(=O)NCCCN=C2NS(=O)(=O)c3ccccc32)c(OC)c1 returned mcGAS inh -8, NPYLR7 ag 5 and hcGAS inh -4.
`COc1ccc(CCNC(=O)CCc2ccc(-c3ccc(Cl)cc3)n2-c2ccc(OC)cc2)cc1` gave mcGAS inh -1, NPYLR7 ag -3 and hcGAS inh -1.
Screening O=C1CN(C(c2ccccc2)(c2ccccc2)c2ccccc2)CO1 returned NPYLR7 ag 0 and hcGAS inh -8.
For CCc1[nH]c2c(CNC(=O)C3CCN(CCOC)CC3)cc(C)cc2c1C the results were NPYLR7 ag -1 and hcGAS inh -2.
COc1ccc(C(=O)Nc2c(N)nc(SCc3cccc([N+](=O)[O-])c3)[nH]c2=O)cc1 was read as mcGAS inh -2, NPYLR7 ag -9 and hcGAS inh 9.
CC1CCN(C(=O)NCc2cccc(C(=O)NCCN(C)C)c2)CC1 was read as NPYLR7 ag 13 and hcGAS inh -9.
`CC1(C(=O)NCC(F)(F)F)CCN1C(=O)CCc1ccccc1` (stereo not given) gave mcGAS inh -5, NPYLR7 ag 8 and hcGAS inh -9.
`O=C(c1cc2c(F)cccc2s1)N(CC1CCCO1)C1CCS(=O)(=O)C1` (stereo not given) gave mcGAS inh -3, NPYLR7 ag -4 and hcGAS inh 3.
COc1ccc(Nc2nc(C)c3c(n2)CC(C)CC3=O)cc1 (stereo not given) was read as NPYLR7 ag 0 and hcGAS inh -3.
`CNC(=O)c1ccc(S(=O)(=O)N2CCCC(C)CC2)cc1` (stereo not given) gave mcGAS inh -2, NPYLR7 ag 1 and hcGAS inh 1.
O=C(NC1CCN(Cc2ccccc2)CC1)c1cc(-c2ccc(F)cc2)nc2cc(-c3ccccc3)nn12 was read as mcGAS inh 0, NPYLR7 ag 6 and hcGAS inh -2.
Cc1ccc(C(=O)Nc2nc3c(s2)CCC3C(=O)NCc2ccccn2)cc1 (stereo not given) was read as mcGAS inh -6, NPYLR7 ag 13 and hcGAS inh -4.
Screening C=CC(C1=CC(=O)C(OC)=CC1=O)c1ccc(O)cc1 (stereo not given) returned mcGAS inh -3 and hcGAS inh -5.
Screening COc1cccc(-c2nn(CC(=O)N3CCc4ccccc43)c(=O)c3nc(C)sc23)c1 returned mcGAS inh -6, NPYLR7 ag 2 and hcGAS inh 1.
`COc1ccccc1CN(C(=O)c1ccccc1)c1ccc(N2CCOCC2)c(Cl)c1` gave NPYLR7 ag -4 and hcGAS inh 3.
Screening Cc1ccc(-[n+]2c3ccccc3nc3ccccc32)cc1 returned mcGAS inh -12, NPYLR7 ag 2 and hcGAS inh -23.
Screening CCOC(=O)C1(O)CCN(c2cnc3cc(F)c(F)cc3n2)CC1 returned NPYLR7 ag 2 and hcGAS inh 4.
`FC(F)(F)c1cccc(N2CCN(c3nncc(-c4ccccc4)n3)CC2)c1` gave mcGAS inh -7&-4, NPYLR7 ag 16&3 and hcGAS inh -2&-5.
For COC(=O)c1ccccc1NC(=O)c1c2c(nn1C1CCS(=O)(=O)C1)CCC2 (stereo not given) the results were NPYLR7 ag 18 and hcGAS inh -6.
C=C(Cl)C(=O)N1CCC(n2c(C(F)(F)F)nc3ccccc32)CC1 was read as mcGAS inh -5, NPYLR7 ag 2 and hcGAS inh -4.
For Cc1ccc(F)cc1S(=O)(=O)NCCNc1cc(-n2cccn2)ncn1 the results were mcGAS inh -1, NPYLR7 ag -10 and hcGAS inh 2.
`COc1cc(OC)cc(-c2onc(C)c2C(=O)NCc2cnc(C)cn2)c1` gave mcGAS inh 2, NPYLR7 ag -11 and hcGAS inh 1.
Screening CCc1cn[nH]c1C1CCCN(C(=O)c2cc(CC(C)C)nn2CC)C1 (stereo not given) returned NPYLR7 ag -8 and hcGAS inh 6.
Screening Cc1c(N=Cc2cccs2)c(=O)n(-c2ccccc2)n1C returned mcGAS inh -6, NPYLR7 ag -6 and hcGAS inh -2.
`Cc1ccc(C2=NN(C(=O)CN3CCOCC3)C(c3ccccc3F)C2)c(C)c1` (stereo not given) gave mcGAS inh 0, NPYLR7 ag -9 and hcGAS inh -1.
O=S(=O)(c1ccc2ccccc2c1)N1CCN(Cc2cccs2)CC1 was read as NPYLR7 ag 14 and hcGAS inh -10.
Screening O=C(c1ccco1)N(Cc1nccn1Cc1cccc(C(F)(F)F)c1)CC1CC1 returned mcGAS inh -5, NPYLR7 ag 13 and hcGAS inh -3.
CCC(C)NC(=O)CN1C(=O)NC2NC(=O)NC21 (stereo not given) was read as NPYLR7 ag 4 and hcGAS inh -6.
Screening C=CCn1c(SCc2ccc(C(=O)N3CCN(CC)CC3)cc2)nnc1-c1ccccc1Cl returned mcGAS inh -10, NPYLR7 ag 29 and hcGAS inh -2.
For COc1ccccc1OCc1cc(C(=O)N[C@@H]2c3ccccc3C[C@@H]2O)n[nH]1 the results were NPYLR7 ag 10 and hcGAS inh -7&-6.
For Cc1ccc(CNC(=O)CCC2CCCN(C(=O)/C=C/c3ccccn3)C2)o1 (stereo not given) the results were NPYLR7 ag 19 and hcGAS inh -8.
Screening Cc1c(C)n2c3c(=O)n(CC(=O)c4ccc(F)cc4)c(=O)n(C)c3nc2n1Cc1ccco1 returned mcGAS inh -1, NPYLR7 ag -4 and hcGAS inh -2.
Screening COc1cc(CNC(C)(C)CO)cc(Cl)c1OCC(N)=O returned mcGAS inh -6, NPYLR7 ag -6 and hcGAS inh -7.
For Nc1nc(Cl)cc(N2CCN(c3nc4cccnc4s3)CC2)n1 the results were NPYLR7 ag 15 and hcGAS inh -5.
CC(C)(C)OC(=O)N[C@@H](CC(=O)OC1CCCCC1)C(=O)N1CCC2(CC1)C(=O)NCN2c1ccccc1 was read as NPYLR7 ag 42 and hcGAS inh -6.
`CCCC(C(=O)NCc1cccnc1-n1ccnc1)n1cccc1` (stereo not given) gave mcGAS inh -11 and hcGAS inh 2.
For CCOC(=O)C1CCN(C(c2cc(OC)c(OC)c(OC)c2)C2Sc3ncnn3C2=O)CC1 (stereo not given) the results were mcGAS inh -7, NPYLR7 ag 4 and hcGAS inh -8.
`CCOc1ccc(-c2cc(C3CC3)c(C#N)c(C(C#N)C#N)n2)c(OCC)c1` gave mcGAS inh 1, NPYLR7 ag -3 and hcGAS inh 5.
`CC(=O)Nc1ccc(NC(=O)CSc2nc(=O)n(CC3CCCO3)c3c2CCCC3)cc1` (stereo not given) gave mcGAS inh -7, NPYLR7 ag 3 and hcGAS inh -4.
